# STK33 inh = inhibitors of purified STK33 kinase, primary screen, biochemical, ADP-Glo luminescence, homogeneous, cell-free; actives 0.073% (n = 320,000); MBP phosphorylation; inhibition, % at 10 µM; Serine/threonine-protein kinase 33 (Homo sapiens), Q9BYT3; AID 2661, 2010;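 active = inhibition at or above 25%, using the most active replicate where run in duplicate; inactive = inhibition below 25%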
# Kir21 block = inhibitors of mouse Kir2.1 inward-rectifier potassium channel; AID 1672, 2009; B-score at 10 µM; actives 0.85% (n = 310,000); Inward rectifier potassium channel 2 (Mus musculus), P35561; HEK293-Kir2.1, FluxOR thallium flux fluorescence; active compounds read low;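 active = fluorescence ratio B-score at or below minus 3 SD of library scores, with starting-brightness B-score within 2 SD, cut at about -4.2 in these data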;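 also: channel flux triggered by added potassium and thallium sulfate stimulus; B-score of peak minus minimum fluorescence over baseline after thallium stimulus; more negative B-score means stronger Kir2.1 block with less thallium influx; some compounds called inactive have numbers as strong as hits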
# KCNQ2 block = KCNQ2 potassium channel inhibitors, primary screen, cell-based, CHO-K1, FluxOR thallium flux, B-score (AID 2156); B-score at 10 µM; Potassium voltage-gated channel subfamily KQT member 2 (Rattus norvegicus), O88943; actives 1.1% (n = 310,000); 20 min; active compounds read low;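 active = fluorescence ratio B-score at most minus 3 library SDs, with starting brightness B-score within 2 library SDs, cut at about -5.5 in these data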
# Target sequence (O88943 whole entry, looked up): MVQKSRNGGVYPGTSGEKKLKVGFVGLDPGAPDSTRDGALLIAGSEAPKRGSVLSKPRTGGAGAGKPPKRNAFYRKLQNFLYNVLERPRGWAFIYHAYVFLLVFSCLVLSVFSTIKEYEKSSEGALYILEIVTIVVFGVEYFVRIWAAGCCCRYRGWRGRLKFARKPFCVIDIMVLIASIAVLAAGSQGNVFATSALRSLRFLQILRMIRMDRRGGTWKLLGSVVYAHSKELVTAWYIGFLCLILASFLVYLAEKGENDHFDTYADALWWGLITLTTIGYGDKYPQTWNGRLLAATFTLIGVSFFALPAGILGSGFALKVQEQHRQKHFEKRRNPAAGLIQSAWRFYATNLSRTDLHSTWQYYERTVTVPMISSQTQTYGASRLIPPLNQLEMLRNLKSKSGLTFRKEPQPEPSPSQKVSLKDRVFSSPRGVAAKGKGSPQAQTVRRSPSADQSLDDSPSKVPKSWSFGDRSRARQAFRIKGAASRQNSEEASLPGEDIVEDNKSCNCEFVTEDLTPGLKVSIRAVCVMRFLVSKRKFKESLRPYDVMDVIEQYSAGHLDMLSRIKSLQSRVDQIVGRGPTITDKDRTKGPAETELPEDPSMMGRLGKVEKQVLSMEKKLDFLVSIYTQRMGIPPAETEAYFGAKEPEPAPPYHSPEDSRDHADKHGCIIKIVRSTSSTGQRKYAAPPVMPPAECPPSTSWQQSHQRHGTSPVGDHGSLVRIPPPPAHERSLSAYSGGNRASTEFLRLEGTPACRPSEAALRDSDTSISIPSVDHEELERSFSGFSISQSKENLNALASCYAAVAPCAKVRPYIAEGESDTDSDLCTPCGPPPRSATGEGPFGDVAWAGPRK
# * hit, by the source's call; i = inactive; nt = no result given.
STK33 inh,Kir21 block,KCNQ2 block,canonical_smiles
-0.8,-0.51,i,CC(=O)Nc1ccc(C(=O)OCCCOC(=O)c2ccc(NC(C)=O)cc2)cc1
2.9,2.6,i,CC(C)(C)OC(=O)N/N=C/c1cn(-c2ccccc2)nc1-c1cccnc1
-1.3,0.2,i,COc1ccc(S(=O)(=O)NCC(c2ccc3c(c2)OCO3)N2CCN(C)CC2)cc1OC (stereo not given)
-0.3,0.17,i,O=C(Nc1ccc(N2CCN(C(=O)c3ccccc3)CC2)cc1)c1cc([N+](=O)[O-])ccc1N1CCOCC1
1.1,-7*,i,CN(c1ccc(Cl)cc1)c1cc(=O)n(C)c2ccccc12
0.5,-0.93,i,O=C(CSc1nc2ccccc2o1)NCc1ccc2c(c1)OCO2
-2.1,-1.2,i,COCc1c(Br)c(C)[nH]c(=O)c1C#N
-2.1,2.3,i,O=C(CNC(=O)C1CCCCC1)Nc1ccccc1Cl
-1.5,-0.05,i,C/C(=N/NC(=O)c1ccco1)c1cccnc1
2.9,1,i,O=C1/C(=C/c2cccs2)CCc2ccccc21
-0.6,-0.1,i,CCCCN(C)C(=O)CCC(=O)NNc1nc2ccccc2c2nc(C)nn12
-2.5,1.4,i,CSc1nc2ccc(NC(=O)c3nn(C(C)C)c(=O)c4ccccc34)cc2s1
0.2,0.2,i,COc1cc(CNc2nnnn2C)cc(OC)c1OC
-2.9,-0.11,i,CCC(=O)NC(c1ccc(C)cc1)c1ccc2cccnc2c1O (stereo not given)
-0.5,-1.2,i,COCCn1cc(C(=O)c2cc(Br)ccc2O)cc(C#N)c1=O
-0.3,0.57,i,COc1ccc(CC(=O)NNC(=O)CSc2nc(C)c(C)c(=O)[nH]2)cc1
-1.1,-0.7,i,Cc1cc(C(F)(F)Cl)n2ncc(-c3ccccn3)c2n1
0.4,-1.1,i,COCC(=O)N1CCC(n2nccc2NC(=O)c2ccccc2OC)CC1
-1.1,-0.92,i,COc1ccc(-n2c(SCC(N)=O)nc3sc4c(c3c2=O)CCC4)cc1
0.9,0.77,i,Cc1cnc(C(=O)NCCc2ccc(C(F)(F)F)cc2)cn1
-2.6,-0.43,i,Nc1nc(-c2ccccn2)nc(N)c1Cc1ccccc1F
1.6,0.39,i,NS(=O)(=O)c1cccc(NC(=O)COC(=O)CN2C(=O)C3CC=CCC3C2=O)c1 (stereo not given)
-1.0,-0.26,i,CCCCN(C(=O)COc1ccc(C)cc1OC)c1c(N)n(CCC)c(=O)[nH]c1=O
-0.4,0.02,-10*,CC1CN(C(=O)c2ccc(COc3ccc4ccccc4c3)o2)CC(C)O1 (stereo not given)
-1.8,1.1,i,O=C(NC(NC1CCS(=O)(=O)C1)C(=O)c1cccs1)c1ccccc1 (stereo not given)
-0.5,0.02,i,O=C(c1ccc(S(=O)(=O)Cc2cc(F)ccc2F)c([N+](=O)[O-])c1)N1CCCC1
-1.1,0.15,i,Cc1ccc(O)c(C(=O)c2cnc3onc(-c4ccc(F)cc4)c3c2)c1
-1.2,1.6,i,COc1ccc(NS(=O)(=O)c2cc(NC(=O)c3cnccn3)ccc2OC)cc1Br
-1.0,-2,i,CC1CCCCC1NC(=O)CN(C)S(=O)(=O)c1ccc2c(c1)c(=O)n(C)c(=O)n2C (stereo not given)
-1.4,0.15,i,c1coc(CNc2c3c(nc4ncnn24)CCC3)c1
-2.1,-1.8,i,CCOC(=O)/C(C#N)=C(\N)C(C)C(=O)Nc1ccccn1 (stereo not given)
-1.2,-0.63,i,Cc1ccc2nc(-c3ccccc3O)c(Nc3ccc4c(c3)OCCO4)n2c1
-0.5,1.1,i,O=S(=O)(NCC1CCCO1)c1ccc(NS(=O)(=O)c2ccc(F)cc2)cc1 (stereo not given)
1.3,0.91,i,O=C(Nc1nc(-c2ccc(F)cc2)cs1)c1cnccn1
-0.5,-0.38,i,Cc1ccccc1Cn1c(=O)n(CC2CCC(C(=O)NCCc3ccccc3)CC2)c(=O)c2ccccc21 (stereo not given)
2.9,-1.2,i,Cc1ccc(/C=C2/Sc3ccc(C(=O)N4CCN(C)CC4)cc3NC2=O)cc1

# Kir21 block: hit marks shown above
STK33 inh,Kir21 block,KCNQ2 block,canonical_smiles
1.1,-7*,i,CN(c1ccc(Cl)cc1)c1cc(=O)n(C)c2ccccc12

# New compounds follow.
STK33 inh,Kir21 block,KCNQ2 block,canonical_smiles
0.9,-1.1,i,CC(=O)c1cccc(NC(=O)c2cc(-c3ccc(C)cc3)on2)c1
-3.0,-1.5,i,CCCNC(=O)c1cc(-c2ccc(OC)cc2)n(CCCOC)c1C
-0.7,1.2,i,COc1cc2c(cc1OC)-c1nnc(-c3ccco3)n1C1(CCCC1)C2
-0.5,-0.84,i,Nc1nnc(SCC(=O)Nc2sc3c(c2C(=O)c2ccccc2)CCCC3)s1
-0.2,1.9,i,COc1cccc(C(=O)NCCCN2CCN(CCCNC(=O)c3cccc(OC)c3)CC2)c1
0.4,0.64,i,Cc1ccc(-n2nc3c(=O)n(CCCC(=O)NCc4ccco4)nc(C)c3c2C)cc1
0.7,-4.3,i,Cc1ccc(S(=O)(=O)N2CC3CCC2C3)cc1 (stereo not given)
-1.4,-0.15,i,OCC[C@@H]1C[C@@H](O)[C@H](O)[C@@]2(OCc3ccccc32)O1
-1.2,1.6,i,CCOC(=O)C1CCN(S(=O)(=O)c2cc3c(cc2C)NC(=O)CO3)CC1
-0.9,0.03,i,Cc1cc(=O)oc(C)c1C(=O)NCCCN1CCN(c2ccccc2F)CC1
nt,0.02,i,O=C(CNC(=O)c1ccccc1)NCC(=O)OCC(=O)c1ccccc1Cl
-0.4,-0.1,i,COc1cc2c3nnc(-c4ccccc4)c-3cn(Cc3ccccc3F)c2cc1OC
0.6,-1.9,i,Oc1ccccc1NCC(O)Cn1ccc2ccccc21 (stereo not given)
-0.8,0.69,i,O=C(CNC(=O)c1ccco1)OCC(=O)c1ccc(Cl)cc1
-1.6,2.9,i,CCCN1Cc2cccc(C(=O)Nc3ccc(CC)cc3)c2C1=O
-1.9,0.06,i,CCCc1nnc(NC(=O)CS(=O)(=O)c2ccccc2)s1
0.1,0.22,i,COc1ccccc1-c1c(C)nn2c(N3CCC4(CC3)OCCO4)cc(C)nc12
-0.5,1.6,i,Cn1c(C(=O)NCc2cccnc2)cc2sc(Cl)cc21
-0.4,1.5,i,COCCNC(=O)CN(C(=O)c1ccc(N2CCCC2)nc1)c1ccc(Cl)cc1
-1.2,-1.4,i,Cc1ccccc1CN1C(=O)c2ccccc2S(=O)c2ccc(C(=O)NCCCN3CCOCC3)cc21 (stereo not given)
-0.5,0.13,i,COC(CNC(=O)c1ccc2c(c1)ncn2-c1ccc(C)cc1C)OC
-3.4,-2.4,i,O=C1CC(N2CCC(c3nc4ccccc4[nH]3)CC2)C(=O)N1c1ccccc1F (stereo not given)
-0.3,1.6,i,O=S1(=O)CC/C(=N\Nc2ccc(F)cc2)c2ccsc21
-1.2,0,i,COc1cc2c(C(=O)N3CCN(Cc4ccc5c(c4)OCO5)CC3)cn(C)c(=O)c2cc1OC

# Some of the entries so far, bar-delimited:
compound | STK33 inh | Kir21 block | KCNQ2 block
COc1cc(CNc2nnnn2C)cc(OC)c1OC | 0.2 | 0.2 | i
CCC(=O)NC(c1ccc(C)cc1)c1ccc2cccnc2c1O (stereo not given) | -2.9 | -0.11 | i

# Continued.
STK33 inh,Kir21 block,KCNQ2 block,canonical_smiles
-3.6,0.59,i,COc1ccc(CNC(=O)c2cnc3scc(C)n3c2=O)cc1
0.5,1.3,i,CCOC(=O)c1c(C)n(CCNC(C)=O)c2ccc(O)cc12
-1.0,-1.5,i,COc1cccc(C2c3[nH]c4ccccc4c3C[C@H]3C(=O)N(CCCCCO)CC(=O)N23)c1 (stereo not given in full)
-0.2,-3.6,i,Cc1ccc(N2C(=O)N(CC(=O)Nc3cc(F)ccc3C)C(=O)C2C)cc1 (stereo not given)
-1.0,1.4,i,CCCC(=O)Nc1sc(C)c(C)c1C(=O)Nc1cccc(C)c1
-0.4,-2,i,CCN1C(=O)/C(=c2\sc3nc(=O)c(Cc4ccccc4)nn3c2=O)c2ccccc21
-2.1,1.5,i,COC(=O)c1sccc1NC(=O)c1cc(-c2ccc(C)cc2C)nc2ccccc12
0.3,0.13,i,Cc1ccccc1NC(=O)NCCc1nc2ccccc2[nH]1
2.8,-2.1,i,COc1ccc(-n2nc(C(=O)NCC(=O)N3CCN(c4ccccc4OC)CC3)c3ccccc3c2=O)cc1OC
-0.5,-0.03,i,CN1C(=O)C(C)(C)c2cc(S(=O)(=O)N3CCN(c4ccccc4)CC3)ccc21
4.4,-0.13,i,COc1c(C(=O)NC(=S)Nc2nnn(C)n2)cc2ccccc2c1Br
0.6,-0.05,i,COc1ccc(CN(Cc2ccc(OC)cc2)C(=O)c2cccs2)cc1

# Full records, quoted from the list. Order of screens: STK33 inh | Kir21 block | KCNQ2 block
# COc1c(C(=O)NC(=S)Nc2nnn(C)n2)cc2ccccc2c1Br is listed as 4.4 | -0.13 | i
# CCCC(=O)Nc1sc(C)c(C)c1C(=O)Nc1cccc(C)c1 is listed as -1.0 | 1.4 | i
# COC(=O)c1sccc1NC(=O)c1cc(-c2ccc(C)cc2C)nc2ccccc12 is listed as -2.1 | 1.5 | i
# CN1C(=O)C(C)(C)c2cc(S(=O)(=O)N3CCN(c4ccccc4)CC3)ccc21 is listed as -0.5 | -0.03 | i
# COc1cccc(C2c3[nH]c4ccccc4c3C[C@H]3C(=O)N(CCCCCO)CC(=O)N23)c1 (stereo not given in full) is listed as -1.0 | -1.5 | i

# Remaining list, next part.
STK33 inh,Kir21 block,KCNQ2 block,canonical_smiles
-0.1,0.2,i,CCOc1cc(NC(=S)NC)c(OCC)cc1NC(=O)c1ccc(OC)cc1
1.0,-1.1,i,COc1ccc(NC2CC(=O)N(c3ccccc3)C2=O)cc1 (stereo not given)
-1.6,-1.8,i,COc1ccc(C(C(=O)NC2CCCC2)N(C(=O)c2csnn2)C2CCCC2)cc1 (stereo not given)
-0.8,4.1,i,O=C(CCNC(=O)c1ccc(Br)o1)NCc1ccccn1
-0.8,0.32,i,O=C(CSc1nc2ccccc2c(=O)n1CC1CCCO1)NCCc1ccccc1 (stereo not given)
-0.8,0.03,i,Cc1cc2cc(C)c(NCCNC(=O)c3cccc(F)c3)nc2cc1C
0.5,0.03,i,COc1ccc2oc3cc(C)[n+]([O-])c(-c4ccc(Br)cc4)c3c2c1
0.7,1.7,i,Cc1cc(C)c(NC(=O)CNC(=O)CSc2nnc(N)s2)c(C)c1
-0.9,-0.22,i,CSc1oc(-c2ccco2)nc1S(=O)(=O)c1ccccc1
-2.2,0.93,i,Cc1ccc2nc(SCC(=O)O)nc(C)c2c1
-1.4,-0.33,i,CC1(C)CC(=O)N(CC(=O)O)c2ccccc2S1(=O)=O
0.1,-0.19,i,CCOC(=O)c1cc(-c2ccc3c(c2)OCO3)nc2onc(C)c12
-0.8,-0.05,i,O=S(=O)(Cc1ccccc1)N1CCN(c2ncccn2)CC1
-0.3,0.73,i,CCOC(=O)N1CCN(CC(O)COCc2cc(OC)c(OC)c(OC)c2)CC1 (stereo not given)
0.4,-1.9,i,Cc1cc(C)n(-c2nc(NCCCN(C)C)c3c4c(sc3n2)CCCC4)n1
-4.9,-0.23,i,COc1ccc(/C(C)=N/Nc2nncc3ccccc23)cc1
0.9,-1.9,i,COc1ccc(N/C=C\C(=O)c2ccc3c(c2)OCO3)cc1
-16,0.61,i,CNC(=S)N(Cc1ccc2c(c1)OCO2)C1CC(=O)N(c2ccc(F)cc2)C1=O (stereo not given)
-0.5,-0.52,i,O=C(CNC(=S)N(Cc1ccccc1)Cc1cccnc1)NC1CC1
0.0,-0.88,i,O=C(Nc1ccccc1C(=O)NC1CCCC1)NC1CCCC1
0.4,-1.2,i,O=C(c1cc(-c2ccccc2)nc2ccccc12)N1CCOCC1
0.5,0.05,i,Fc1cccc(Cl)c1/C=C/c1cnc2ccccc2n1
-2.1,-0.51,i,Cc1ccccc1NC(=O)C(Cc1ccccc1)n1cccc1 (stereo not given)
-0.5,1.2,i,NC(=O)Cn1c(=O)oc2ccccc21
-0.4,0.02,i,CCOC(=O)CN1C(c2ccc(O)cc2)Nc2ccc(Br)cc2C1c1ccccc1 (stereo not given)
-1.9,0.11,i,CCCC(C)NC(=S)NC(=O)c1cc(S(=O)(=O)N2CCOCC2)ccc1C (stereo not given)
-1.1,-0.37,i,N#Cc1ccc(NC(=S)NC(=O)CCc2ccc(S(=O)(=O)N3CCOCC3)cc2)cc1
5.1,0.68,i,O=C(CCCNS(=O)(=O)c1cccs1)N1CCN(c2cccc(Cl)c2)CC1
1.9,0.02,i,NC(=O)c1cc(C(=O)c2cccc(Cl)c2Cl)c[nH]1
1.5,-1.9,i,COc1ccc(Nc2nccc(-c3cccc(N)c3)n2)cc1
-1.4,-0.01,i,O=C(c1ccncc1)N(Cc1ccccc1)Cc1nc2ccccc2c(=O)[nH]1
0.2,0.14,i,COc1ccc(-c2csc3ncnc(N4CCN(S(=O)(=O)c5cccs5)CC4)c23)cc1
16,-0.02,i,COc1cccc(-c2onc3ccc(C(C)=O)cc23)c1
-1.5,0.45,i,Cc1cccn2c(=O)c3cc(C(=O)N4COCC4(C)C)n(C)c3nc12
-0.1,1,i,NC(=O)C1CCN(C(=O)CCc2nc3ccccc3c(=O)[nH]2)CC1
3.2,0.53,i,COC(=O)Nc1nn(Cc2ccccc2F)cc1Br
-1.1,-1.2,i,C=CCOc1ccc(/C=C/C(=O)OCC(=O)N2CCCc3ccccc32)cc1

# Screening results (PubChem BioAssay)

# An unsorted share of the library (roughly 1.9% active in at least one column).
